# GRP78 ERSR act = qHTS for Inducers of the Endoplasmic Reticulum Stress Response (ERSR) in Human Glioma: qHTS; 0.02% of 420,000 active; Potency, µM, for inactives: at the highest dose activation, most hits filed as activators; U87-MG GRP78 promoter luciferase reporter, 16 h; note: potency is the fitted concentration of half-maximal effect; series mostly up to about 76 µM; % of control where 0% means no effect; nearly all actives have a fitted effect of over 35% in size
#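 Stably transfected U87-MG glioma cells carrying a GRP78-based luciferase sensor; 16 h compound incubation. Luminescence end-point read 10 min after Bright-Glo addition at room temperature.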
# D2 agonist = HTS Assay for Allosteric Agonists of the Human D2 Dopamine Receptor: Primary Screen for Agonists. HEK293 T-REx D2 cells, calcium flux agonist mode. activation, % at 2 µM. 0.53% of 340,000 active. AID 485358, 2010;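 active = activation over 3 SD above normal in the single-dose calcium agonist read, cut at about 30% in these data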; note: 0% is about no effect
#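 HEK293 Trex D2 cells, tetracycline-induced, o/n 30 C 5% CO2; no-wash Ca dye, RT 30–90 min; 10-cycle baseline, 23 nl cpd added, kinetic Ca read 180 s; agonist hits = positive Ca response.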
# Vif-A3F inh = qHTS for Inhibitors of Vif-A3F Interactions: qHTS; HeLa A3F-eYFP + Vif (tagged APOBEC3F with the HIV-1 protein that degrades it), YFP fluorescence increase; Potency, µM (titrated, usually from 46.1 µM), for the others: top-dose activity, negative = active; 0.2% of 390,000 active; note: potency is the fitted concentration of half-maximal effect; % of control where 0% means no effect; nearly all actives have a fitted effect of over 65% in size
#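 HeLa cells stably expressing Vif plus C-terminally eYFP-tagged A3F were seeded, incubated overnight at 37 deg C, dosed with compound, incubated overnight again at 37 deg C. Yellow fluorescence (Ex 488/Em 500-530) reported blocked Vif-mediated A3F-eYFP degradation.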
# ERG Ets-DNA blk = qHTS for Small Molecule Inhibitors of the ERG Ets/DNA interaction | 0.028% of 370,000 active | fluorescence polarization, His-ERG Ets domain / labelled DNA | Potency, µM (titrated, usually from 76.9 µM), for inactives: at the highest dose FP activity, negative = inhibition, most hits filed as inhibitors; active = well fitted inhibition curve with a large enough effect in the polarisation, with a control signal flat; inconclusive = small, poorly fitted or top-dose-only effect, or effect the other way, or a change in a side signal; inactive = no such curve, though single readings can be large or run the other way; the % refers to the polarisation;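 note: polarization taken with two DNA probes labelled with fluorescein and Texas red; potency is the fitted concentration of half-maximal effect; % of control where 0% means no effect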
# Target sequence (P11308 whole entry, looked up, the tested form may be a part): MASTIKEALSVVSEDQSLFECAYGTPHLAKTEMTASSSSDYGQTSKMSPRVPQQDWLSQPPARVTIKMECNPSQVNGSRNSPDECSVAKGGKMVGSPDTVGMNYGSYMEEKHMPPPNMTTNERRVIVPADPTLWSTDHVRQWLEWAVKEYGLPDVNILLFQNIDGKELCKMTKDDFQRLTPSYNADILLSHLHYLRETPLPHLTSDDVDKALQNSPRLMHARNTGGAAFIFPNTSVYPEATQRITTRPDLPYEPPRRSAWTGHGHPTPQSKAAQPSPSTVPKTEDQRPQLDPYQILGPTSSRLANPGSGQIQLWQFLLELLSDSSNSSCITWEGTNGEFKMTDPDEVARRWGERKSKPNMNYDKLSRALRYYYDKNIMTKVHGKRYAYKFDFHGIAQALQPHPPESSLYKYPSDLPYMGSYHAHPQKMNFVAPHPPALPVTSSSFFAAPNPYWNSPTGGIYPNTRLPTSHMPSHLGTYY
#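 His-tagged ERG Ets domain (1 uM in the protein solution; 300mM KCl, 50mM Tris-HCl, 1mM EDTA, 1mM DTT, pH 7.5) received compound, then a probe mix of 5 nM fluorescein-DNA and 100nM Texas-615-DNA. Fluorescence polarization was read for both dyes.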
# RGS4 inhibitor = Inhibitors of Regulator of G Protein Signaling (RGS) 4: qHTS. AID 504845, 2011. Regulator of G-protein signaling 4 (Homo sapiens), P49798. Transcreener GDP fluorescence polarization, RGS4-accelerated GTP hydrolysis. 0.039% of 390,000 active. Potency, µM (highest dose often 114 µM), for the others: at the highest dose activity change, negative = inhibition, usual class: inhibitors; note: potency is the fitted concentration of half-maximal effect; % is set by controls: 0 for no effect and ±100 for the full control effect; nearly all actives have a fitted effect of over 75% in size; some results filed as inactive show a strong effect at the top dose
# Target sequence (P49798 whole entry, looked up): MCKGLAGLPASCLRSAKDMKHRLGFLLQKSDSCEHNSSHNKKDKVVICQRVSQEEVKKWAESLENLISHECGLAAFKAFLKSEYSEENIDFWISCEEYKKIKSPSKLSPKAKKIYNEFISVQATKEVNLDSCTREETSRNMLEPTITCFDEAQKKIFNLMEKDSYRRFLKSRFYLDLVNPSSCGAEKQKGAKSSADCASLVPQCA
#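 MLSMR compounds (23 nl, pin-transferred) preincubated 10 min at room temperature with a 500nM (2x) first reagent, then RGS4 at 900nM (2x) plus Transcreener GDP mix added; fluorescence polarization (620/688 nm) read before and after 90 min at 30 °C.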
# LDHA inh = qHTS assay for inhibitors of human lactate dehydrogenase; AID 1347041, 2019; purified LDHA, NADH/diaphorase-resazurin fluorescence; stronger effect = lower value; 0.15% of 480,000 active; activity change, % (values are at about 110 or 230 µM); L-lactate dehydrogenase A chain (Homo sapiens), P00338; in the data active = activity change below about -30%; inconclusive = mostly about -25% to -30%;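 note: plate controls were DMSO wells for no effect and wells without enzyme for full effect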
#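 Human LDH5 at 2 nM final in Tris HCl pH 7.4 with 0.06 mM NADH and 0.2 mM pyruvate, reacted 5 minutes at room temperature. Remaining NADH coupled via diaphorase/resazurin; resorufin fluorescence read at 0 and 20 minutes, normalized to enzyme-free and DMSO wells.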
# Vif-APOBEC3G blk = qHTS for Inhibitors of Vif-A3G Interactions: qHTS; Potency, µM (doses to about 46.1 µM), inactives show top-dose activity, negative = active, most hits filed as inhibitors; AID 602310, 2012; 0.076% of 410,000 active; HeLa A3G-eYFP + Vif (tagged APOBEC3G with the HIV-1 protein that degrades it), YFP fluorescence, overnight;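 note: potency is the fitted concentration of half-maximal effect; % is set by controls: 0 for no effect and ±100 for the full control effect; nearly all actives have a fitted effect of over 60% in size; hits raise eYFP signal because A3G escapes Vif-driven loss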
# Target sequence (Q9HC16 whole entry, looked up): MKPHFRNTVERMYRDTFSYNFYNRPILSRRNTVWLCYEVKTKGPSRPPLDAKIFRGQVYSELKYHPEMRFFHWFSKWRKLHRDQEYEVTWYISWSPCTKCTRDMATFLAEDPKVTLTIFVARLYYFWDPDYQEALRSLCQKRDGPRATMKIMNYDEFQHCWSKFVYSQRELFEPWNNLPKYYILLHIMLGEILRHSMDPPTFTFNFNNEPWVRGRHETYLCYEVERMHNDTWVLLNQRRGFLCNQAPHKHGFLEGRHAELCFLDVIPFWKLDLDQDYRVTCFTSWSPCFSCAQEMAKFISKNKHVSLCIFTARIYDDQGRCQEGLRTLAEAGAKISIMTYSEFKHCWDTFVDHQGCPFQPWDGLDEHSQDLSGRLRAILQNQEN
#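 HeLa cells stably expressing Vif and C-terminally eYFP-tagged A3G, seeded overnight at 37 deg C, then exposed to compound by pintool overnight at 37 deg C. Rise in yellow fluorescence (Ex 488/Em 500-530, Acumen) marks blocked Vif-driven A3G degradation.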
# ALOX12 inh = Primary qHTS assay for inhibitors of human arachidonate 12S-lipoxygenase (ALOX12): Round 2; Potency, µM (series often up to 108 µM), for inactives: top-dose activity change, negative = inhibition, actives largely listed as inhibitors; purified 12hLO, xylenol orange hydroperoxide absorbance; Polyunsaturated fatty acid lipoxygenase ALOX12 (Homo sapiens), P18054; AID 1671190, 2021; 1.1% of 580,000 active; note: potency is the fitted concentration of half-maximal effect; % is set by controls: 0 for no effect and ±100 for the full control effect
#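 Purified human 12hLO at 150 nM in 25 mM Hepes, 0.01% Triton X-100, pH 7.0, preincubated 15 min at room temperature with compound. Reaction started with 40 uM arachidonic acid, 30 min at room temperature. Hydroperoxide measured by Fe-xylenol orange, 573/405 nm absorbance ratio.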
# D2 antag = HTS Assay for Allosteric Antagonists of the Human D2 Dopamine Receptor: Primary Screen for Antagonists; inhibition, % at 10 µM; HEK293 TREx D2 cells, calcium flux, dopamine EC80; AID 485344, 2010; 2% of 340,000 active; in the data active = inhibition above about 30%; note: 0% is about no effect
#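 Dopamine at EC80 is the agonist stimulus; test compounds precede it by 180 s. Calcium flux read kinetically in a force-coupled, inducible HEK293 T-REx D2 cell line.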
# * hit, by the source's call; ? = inconclusive; . = no result given; & = joins results of further samples; [ ] = another dose, or the depositor's remark. Unless noted, calls come from the whole dose curve; as a rule, active = well fitted curve in the direction sought with a large enough effect; inconclusive = small, poorly fitted or top-dose-only effect, or another doubt; inactive = no such curve, though single readings can be large; an effect the other way counts as inactive or inconclusive. Some of the compounds tested; rates above refer to the full screens.
SMILES,GRP78 ERSR act,D2 agonist,Vif-A3F inh,ERG Ets-DNA blk,RGS4 inhibitor,LDHA inh,Vif-APOBEC3G blk,ALOX12 inh,D2 antag
CC1C(=O)N2CCCc3cc(S(=O)(=O)N(C)Cc4ccccc4)cc1c32 (stereo not drawn),-4%,-0.6,4%,-3%,-15%,-6,0%,-11%,6
Cc1ccc(N(CC(=O)NCc2ccc(F)cc2)S(=O)(=O)c2c(C)nn(C)c2C)cc1,-5%&-3%,-0.1&-1.3,-3%&-11%,-5%&5%,-11%&-9%,1&-3,7%&-2%,-15%&-21%,6
CCOc1ccccc1NC(=O)Cn1c(C)cc(COC)c(C#N)c1=O,-4%,-1.4,2%,3%,-10%[56.9 µM],-5,-1%,0%,-2
CC(C)C(NC(=O)c1c(F)cccc1F)C(=O)N1CCN(c2ccccc2F)CC1 (stereo not drawn),-1%,-0.1,2%,2%,23%,-5,-2%,3%,7
CCOC(=O)C1CCN(C(=O)CCNC(=O)Cn2cnc3ccccc3c2=O)CC1,-2%,1.5,2%,3%,4%,-2,-3%,-11%,-3
CSc1ccccc1NC(=S)NC1CCCCC1,-5%,.,7%,4%,-12%,0,-3%,-24%,6
Cc1ccc(S(=O)(=O)NCCCN2CCCC2)cc1,4%,-0.6,-8%,10%,-1%,-2,2%,17%,-26
CC(C)(C)NC(=O)C(=O)NNC(=O)c1ccc(C(C)(C)C)cc1,-3%,0.5,0%,-8%,-6%,0,-5%,-3%,8
O=C(C1=C[C@H](c2csc3ccccc23)C[C@H](OCc2ccc(CO)cc2)O1)N1CCN(Cc2ccc3c(c2)OCO3)CC1,-4%,-0.1,-4%,3%,7%,-1,-4%,0%,-10
O=S(=O)(c1ccc2nc(NCc3ccccc3Cl)ccc2c1)N1CCCCC1,0%,0.2,-2%,0%,0%,4,3%,-20%,.
Cc1cccn2c(=O)c3cc(S(=O)(=O)c4ccc(Br)cc4)c(=N)n(C4CCCCC4)c3nc12,-5%,0.5,-6%,-16%,4%,-2,-1%,6%,-22
Cc1ccc(C(=O)COC(=O)C2CC(=O)N(c3nc(-c4ccccc4)cs3)C2)cc1C (stereo not drawn),-4%,-0.5,-1%,17%,-17%,2,0%,-22%,-2
Cc1cc(-c2nnc(SCC(=O)Nc3nccs3)o2)no1,5%,0.2,-14%,-8%,-22%,-3,-6%,-9%,3
O=C(NCCCn1ccnc1)C(F)(F)C(F)(F)C(=O)NCCCn1ccnc1,-5%,0.5,4%,2%,-15%[56.9 µM],2,-1%,0%,-14
COc1ccccc1NC(=O)Nc1ccncc1,-1%,1.1,5%,15%,-16%[56.9 µM],2,0%,2%,3
O=C(NCC(=O)N1CCCC(C(F)(F)F)C1)c1ccc(Br)o1 (stereo not drawn),1%,-0.6,4%,2%,-2%,-1,1%,25%,-4
Cc1csc(=O)n1CCC(=O)OCC(=O)NCc1ccc(F)cc1,-4%,0.0,-2%,-4%,3%,-3,2%,-10%,12
COc1ccccc1N1CCN(C(C)C(=O)Nc2ccc(S(=O)(=O)N3CCOCC3)cc2)CC1 (stereo not drawn),-5%,14,?,1%,-11%,-8,1%,7%,10
COc1ccc2cc3c(N)nn(C(=O)c4ccc(F)cc4Cl)c3nc2c1,-5%,.,0%,-8%,-15%,2,0%,0%,.
Cc1c(Cl)cccc1NC(=O)Nc1cc(C(C)(C)C)nn1C,-4%,0.9,-7%,-10%,-30%,-13,-8%,-26%,-4

# Among those listed so far, these have fluorine:
SMILES,GRP78 ERSR act,D2 agonist,Vif-A3F inh,ERG Ets-DNA blk,RGS4 inhibitor,LDHA inh,Vif-APOBEC3G blk,ALOX12 inh,D2 antag
Cc1ccc(N(CC(=O)NCc2ccc(F)cc2)S(=O)(=O)c2c(C)nn(C)c2C)cc1,-5%&-3%,-0.1&-1.3,-3%&-11%,-5%&5%,-11%&-9%,1&-3,7%&-2%,-15%&-21%,6
CC(C)C(NC(=O)c1c(F)cccc1F)C(=O)N1CCN(c2ccccc2F)CC1 (stereo not drawn),-1%,-0.1,2%,2%,23%,-5,-2%,3%,7
O=C(NCCCn1ccnc1)C(F)(F)C(F)(F)C(=O)NCCCn1ccnc1,-5%,0.5,4%,2%,-15%[56.9 µM],2,-1%,0%,-14
O=C(NCC(=O)N1CCCC(C(F)(F)F)C1)c1ccc(Br)o1 (stereo not drawn),1%,-0.6,4%,2%,-2%,-1,1%,25%,-4
Cc1csc(=O)n1CCC(=O)OCC(=O)NCc1ccc(F)cc1,-4%,0.0,-2%,-4%,3%,-3,2%,-10%,12
COc1ccc2cc3c(N)nn(C(=O)c4ccc(F)cc4Cl)c3nc2c1,-5%,.,0%,-8%,-15%,2,0%,0%,.

# Next section:
SMILES,GRP78 ERSR act,D2 agonist,Vif-A3F inh,ERG Ets-DNA blk,RGS4 inhibitor,LDHA inh,Vif-APOBEC3G blk,ALOX12 inh,D2 antag
COCCN(Cc1cccs1)S(=O)(=O)c1ccc(-c2ccc(=O)[nH]n2)s1,-6%,0.9,-2%,-6%,12%[56.9 µM],-9,-6%,0%,2
Cn1cc(CN2CCCC(C(=O)Nc3cccc(-c4cc5ccccc5[nH]4)c3)C2)cn1 (stereo not drawn),4%,-0.6,-4%,4%,-8%,-3,?,-19%,-2
CCc1ccc(C(c2ccccc2)c2c[nH]c3ccc(C)cc23)s1 (stereo not drawn),2%,-0.3,-9%,-6%,0%,8,-5%,?,.
CCC(C(=O)OCC(=O)N1C(C)CCCC1C)c1ccccc1 (stereo not drawn),2%,0.1,10%,-19%,-26%[56.9 µM],-4,-4%,0%,-3
CCN(C(=O)COC(=O)CCC(=O)c1cccs1)c1c(N)n(Cc2ccccc2)c(=O)[nH]c1=O,-1%,-0.3,-5%,6%,14%,-10,2%,?,14
COc1cc(C(=O)Nc2nnc(C3=COCCO3)o2)cc(OC)c1OC,-4%,-0.3,-18%,5%,-5%,3,0%,16%,0
Cc1ccc(N(Cc2ccccc2O)C(=O)c2ccccc2F)cc1,-6%,-0.3,1%,-13%,23%,-2,-1%,62%[activator],9
O=C(COC(=O)COc1ccc(Cl)cc1)NC1CCS(=O)(=O)C1 (stereo not drawn),-3%,-0.5,9%,4%,27%,-6,4%,286%[activator],11
O=C(Cc1cccc(NC(=O)C2CCN(C(=O)C3CCCCC3)CC2)c1)Nc1cccc(C(=O)N2CCCCC2)c1,-4%,.,7%,4%,12%,-10,1%,-2%,.
Cc1ccc(S(=O)(=O)CCC(=O)OCc2ccccc2)cc1,-6%,-1.6,-10%,1%,-5%,-3,1%,-4%,-12
Cc1ccc(C(=O)N/N=C/c2sc(=O)n(Cc3cccc(C(=O)O)c3)c2Cl)cc1,-7%,0.3,.,-5%,-15%,0,2%,9%,-5
O=S(=O)(NCC(c1cccnc1)N1CCN(Cc2ccccc2)CC1)c1ccccc1 (stereo not drawn),-1%,61*,-2%,4%,7%,3,-1%,15%,30
COc1cc2cnc(CCO[C@H]3CCCCO3)cc2cc1OC,0%,.,-9%,-14%,9%,5,-7%,-3%,.
Cn1c(SCC(=O)NC(C)(C)C)nnc1-c1cnccn1,-2%,-0.4,-7%,-1%,14%,-7,4%,16%,0
O=C(C1=C[C@@H](c2ccc(C(F)(F)F)cc2)C[C@@H](OCCCCO)O1)N1CCN(Cc2ccc3c(c2)OCO3)CC1,-5%,-0.5,-2%,-7%,24%,1,0%,.,-17
COCCn1cnc2c1c(=O)n(CC(=O)NN)c(=O)n2Cc1ccccc1,-9%,-0.2,-2%,-2%,23%,-6,1%,1%,-5
Cc1cc([N+](=O)[O-])c2ccccc2c1NS(=O)(=O)c1ccccc1,-2%,.,6%,10%,4%,7,-12%,?,.
CCOc1ccccc1N1CCN(S(=O)(=O)c2cccc3nsnc23)CC1,-5%,-0.3,-6%,.,1%,-3,0%,11%,-9
O=S(=O)(Nc1ccc(-c2nc3cccnc3s2)cc1)c1ccc(Cl)s1,-5%,-0.7,0%,-7%,-16%,-3,-8%,?,6
CCc1nn(CC(=O)NCCCN(CC)CC)c(=O)c2cc3occc3n12,-2%,-1.0,4%,8%,-11%,2,1%,-17%,.
OC(CN1CCOCC1)Cn1c(-c2cccc(Cl)c2)nc2ccccc21 (stereo not drawn),-4%,.,6%,-7%,21%,0,0%,-3%,.
Cc1ccc(NC(=O)CSCc2ccc(F)cc2)cc1,1%,-0.2,1%,-8%,0%,1,-7%,1%,2

# Bioassay records (PubChem BioAssay)
